DNMT1 block: inhibitors of human DNMT1 | AID 588458 | P26358 | inhibition (reported as % activation of signal), % at 10 µM | DNMT1 molecular beacon, Hinp1I cleavage, fluorescence | 0.83% of 360,000 active; in the data active = inhibition above about 50%
NRP1-CendR mod: modulators of CendR peptide binding to human neuropilin-1 | FAM-RPARPAR peptide binding to NRP-1, fluorescence polarization | inhibition, % at 25 µM | 0.85% of 360,000 active | AID 602438;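 active = inhibition or corrected inhibition above about 18%, plus a signal ratio from 0.5 to 1.5, limit read from the data, passing the limit was not always enough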; note: strong numbers were not always called active
STEP inh: blocks human striatal-enriched tyrosine phosphatase; AID 588621; recombinant STEP, OMFP fluorogenic substrate, fluorescence; inhibition, % at 20 µM; 0.25% of 360,000 active;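 active = inhibition at 20 µM, scaled per plate between control wells, above about 37%, limit read from the data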;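 note: 0% = DMSO with enzyme and substrate and 100% = substrate only without enzyme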
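Also added – OMFP at 25 µM · Test system – STEP tyrosine phosphatase · Technique – FITC-channel fluorescence of OMFP product · Schedule – 20 min at room temperature, dark · Evaluation – control-normalized % inhibition with plate pattern correction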
SUMO1-SIM PPI: SUMO1-SIM interaction modulation; inhibition, % at 20 µM; P63165; SUMO1 binding to a labelled peptide, TR-FRET, 1 h; 0.33% of 360,000 active; in the data active = inhibition above about 37%
Target sequence (P63165 whole entry, looked up): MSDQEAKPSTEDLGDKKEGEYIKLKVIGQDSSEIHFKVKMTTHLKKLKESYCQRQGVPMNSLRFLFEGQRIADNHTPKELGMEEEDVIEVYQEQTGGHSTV
Scp1 inh: blocks human Scp-1 phosphatase activity; Recombinant Scp1, phosphopeptide, malachite green phosphate absorbance; Q9GZU7; 0.88% of 340,000 active; inhibition, % at 20 µM;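 active = inhibition above about 50% at 20 µM, limit read from the data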;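 note: plate controls were DMSO wells with enzyme for no effect and wells lacking enzyme for full effect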
Target sequence (Q9GZU7 76-261 limits assumed): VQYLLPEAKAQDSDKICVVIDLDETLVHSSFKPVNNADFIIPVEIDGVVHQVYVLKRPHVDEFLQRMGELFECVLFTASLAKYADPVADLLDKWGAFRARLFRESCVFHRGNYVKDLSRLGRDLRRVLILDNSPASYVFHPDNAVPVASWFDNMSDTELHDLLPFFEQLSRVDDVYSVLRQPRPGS
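Incubation: 45 min enzyme reaction at room temperature / System: truncated SCP-1 phosphatase (76-261aa) / Reagent: Phospho 17-mer peptide substrate / Buffer or medium: Acidic Tris acetate buffer with magnesium and detergent / Signal: absorbance at 630 nm / Doses: one concentration, 20 µM, with 1.0% DMSO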
LMPTP inh: blocks human LMPTP phosphatase | P24666 | recombinant LMPTP-A, OMFP fluorogenic substrate, fluorescence intensity | inhibition, % at 20 µM | 0.22% of 360,000 active;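 active = compounds that cut the enzyme signal by at least half of the control window in the single-dose screen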;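 note: plate controls were DMSO wells with enzyme plus substrate for no effect and substrate without enzyme for full effect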
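Test system: LMPTP-A phosphatase enzyme. Amount: LMPTP-A at 0.625 nM final in the reaction. Reagent: OMFP substrate, 400 µM final. Times: 50 min at room temperature. Signal: endpoint fluorescence intensity from OMFP dephosphorylation. Read-out basis: % inhibition. Benchmarks: no-enzyme and uninhibited controls.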
bovine MsrA act: activates bovine MsrA enzyme; purified bovine MsrA, absorbance read-out; activation, % at 10.6 µM; AID 602163; 0.3% of 360,000 active; in the data active = activation above about 7.5%;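 note: 0% = vehicle and 100% = reference activator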
Tb MetRS inh: blocks T. brucei methionyl-tRNA synthetase activity; purified T. brucei MetRS, ATP depletion, Kinase-Glo luminescence; inhibition, % at 11.9 µM; 0.4% of 360,000 active;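 active = inhibition above a per-plate cutoff of the control wells' mean inhibition plus 3 SD, cut at about 5.5% in these data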;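 note: 0% = DMSO wells median and 100% = median of wells with control inhibitor compound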
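Test system – parasite MetRS enzyme · Reagent – substrates ATP, L-methionine and bulk Escherichia coli tRNA · Doses – 11.9 µM compound single dose, 0.9% DMSO · Times – 15 min enzyme-compound preincubation, 2 h reaction, 10 min detection, 25 °C · Signal – Kinase-Glo luminescence, ATP depletion format · Controls – DMSO-only wells as low control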
eLon inh: E. coli protease La inhibition. purified E. coli Lon protease, fluorescence polarization. P0A9M0. inhibition, % at 7.94 µM. 0.42% of 360,000 active; in the data active = inhibition above about 13%, passing the limit was not always enough;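 note: 0% = enzyme with probe and DMSO and 100% = no enzyme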
Target sequence (P0A9M0 whole entry, looked up): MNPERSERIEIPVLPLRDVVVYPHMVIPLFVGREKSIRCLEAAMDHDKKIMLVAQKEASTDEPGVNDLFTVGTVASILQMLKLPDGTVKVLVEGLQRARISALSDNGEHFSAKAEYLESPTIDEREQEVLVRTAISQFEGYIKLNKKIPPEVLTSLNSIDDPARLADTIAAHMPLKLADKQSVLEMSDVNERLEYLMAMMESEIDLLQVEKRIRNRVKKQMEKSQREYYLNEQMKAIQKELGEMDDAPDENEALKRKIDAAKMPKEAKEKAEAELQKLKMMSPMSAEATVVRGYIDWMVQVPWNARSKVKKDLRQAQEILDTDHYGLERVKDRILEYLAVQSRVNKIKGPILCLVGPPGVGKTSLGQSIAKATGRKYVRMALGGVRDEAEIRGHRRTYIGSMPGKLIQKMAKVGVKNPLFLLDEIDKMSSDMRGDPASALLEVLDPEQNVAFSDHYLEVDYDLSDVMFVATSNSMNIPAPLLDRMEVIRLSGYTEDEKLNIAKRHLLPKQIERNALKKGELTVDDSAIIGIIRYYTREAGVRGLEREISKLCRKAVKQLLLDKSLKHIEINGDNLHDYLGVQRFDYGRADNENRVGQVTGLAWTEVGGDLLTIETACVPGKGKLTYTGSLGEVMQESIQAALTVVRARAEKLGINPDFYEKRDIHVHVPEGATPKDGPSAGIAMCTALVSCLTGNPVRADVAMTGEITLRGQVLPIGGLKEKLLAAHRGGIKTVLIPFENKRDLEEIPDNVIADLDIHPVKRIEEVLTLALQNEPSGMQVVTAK
MsrA inhibitor: inhibits bovine methionine sulfoxide reductase A; purified bovine MsrA, absorbance read-out; inhibition, % at 15.5 µM; 0.75% of 360,000 active; AID 651718; in the data active = inhibition above about 4.5%;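 note: 0% = vehicle wells with enzyme and 100% = reference inhibitor wells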
* marks the source's active call; other numbers are inactive results; . = not tested or not shown.

Value order – DNMT1 block	NRP1-CendR mod	STEP inh	SUMO1-SIM PPI	Scp1 inh	LMPTP inh	bovine MsrA act	Tb MetRS inh	eLon inh	MsrA inhibitor
- O=C1CCC(=O)N1c1cccc(OS(=O)(=O)c2ccccc2)c1
    1	-11	1	6	-2	-1.8	-2	-0.1	-17	-0.5
- CC1(C)CC(=O)c2c(nn(-c3ccccc3)c2-c2ccncc2)C1
    2	-3	-5	-1	2	-0.8	0	-0.3	-11	-0.3
- CCOC(=O)c1nn(-c2ccc(C)cc2)cc1O
    3	7	0	1	5	0.1	-5	-0.9	1	1.3
- CS(=O)(=O)N1CCN=C1SCc1ccc([N+](=O)[O-])cc1
    -2	10	-8	-3	-3	-1.0	-3	-0.1	0	-0.2
- Cc1cccc(N2CCCC2=Nc2ccc(Br)cc2C#N)c1
    -2	-5	2	8	-2	2.0	-8	-0.1	-2	0.1
- CC(=O)NC1CC2CCCC(C1)N2C(=O)Nc1cccc(Cl)c1 (stereo unspecified)
    3	-12	1	4	3	-0.1	-4	-0.4	-5	-1.1
- CCOc1ccccc1NC(=O)C(OC(=O)C1CC1)c1ccccc1 (stereo unspecified)
    3	6	0	2	-5	5.5	-10	-1.3	2	-0.4
- Cc1cccc(OCCNC(=O)c2cccc(Oc3ccc(C(F)(F)F)cc3[N+](=O)[O-])c2)c1
    3	-4	0	-8	-12	4.2	0	-0.6	-4	-0.2
- C=C1CCN([C@@H](C)C(=O)NCc2ccc(OC)cc2)S(=O)(=O)c2ccccc21
    0	16	-1	-1	-4	0.2	-1	-0.2	-14	1.0
- Fc1cccc(-n2cc(-c3ccccc3)c3c(=S)nc[nH]c32)c1
    -5	-12	0	7	-8	1.4	-2	0.3	12	0.2
- N#Cc1ccc(CN2CCN(C(=O)c3ccc(S(=O)(=O)N4CCCCCC4)cc3)CC2)cc1
    -5	5	1	4	-3	-0.5	-2	-0.5	6	0.6
- COC(=O)c1ccccc1S(=O)(=O)N1CCC(C(=O)Nc2ccc(N3CCOCC3)cc2)CC1
    0	10	1	-4	5	0.7	-8	-0.6	10	0.0
- CCOC(=O)C1CCCN(C(=O)c2cc3c(=O)n(C)c4ccccc4c3n2C)C1 (stereo unspecified)
    0	1	1	4	-8	-0.3	-1	0.0	4	0.9
- Cc1ccc(Nc2nc(N)nc(COC(=O)C3=COCCO3)n2)cc1
    -4	-1	0	4	1	1.0	-12	-0.3	10	-0.7
- O=C(COC(=O)Cc1ccsc1)Nc1ccc(Br)cc1
    0	4	-2	1	-7	-0.6	-4	1.6	-8	-0.3
- CCOC(=O)CN(C(=O)CNC(=O)c1cccs1)C(C(=O)NC1CCCC1)c1cccnc1 (stereo unspecified)
    4	-7	-1	2	-10	-1.6	-4	0.5	-4	-1.1
- Cc1ccc2c(c1)C(=O)N(CCCCO)C2=O
    8	3	-3	8	4	-1.4	-11	-1.3	-1	0.6
- Cc1oc(-c2ccccc2F)nc1CS(=O)(=O)CC(=O)NC(C)CCc1ccccc1 (stereo unspecified)
    -1	-6	-1	-2	-6	0.4	-4	-0.9	-1	-0.7
- CC1(C(=O)Nc2ccc(Cl)c(Cl)c2)CCN1Cc1cc2ccccc2o1 (stereo unspecified)
    4	-8	-4	-3	.	-0.6	-3	-0.1	-12	-0.7
- COc1ccc(-c2csc3nc(-c4cccnc4)nc(Cl)c23)cc1OC
    -7	5	8	-8	-3	2.5	-12	-1.3	0	0.5
- CC(C)(C)OC(=O)C[C@@H]1C/C=C\C[C@H](CC(=O)N[C@H](CO)Cc2ccccc2)C(=O)N[C@@H](Cc2ccccc2)COC1=O
    0	-3	2	4	0	1.0	1	-0.3	-7	1.0
- C[C@H](NC(=O)c1nc[nH]c1C(=O)N1CCN(c2ccccc2)CC1)c1ccccc1
    4	-3	-3	8	-6	-1.6	-2	-0.3	-5	-0.9
- COC(=O)c1sccc1N/N=C/c1cccc(OC)c1O
    -6	6	-3	-7	-5	1.5	-3	-0.6	-6	-0.1
- COc1ccc(NC(=O)C(CCSC)N2C(=O)c3ccccc3C2=O)cc1 (stereo unspecified)
    0	2	11	-2	1	-0.4	-6	-0.6	-5	-0.2
- O=S(=O)(NC1CCCCC1N1CCC(O)CC1)c1ccccc1 (stereo unspecified)
    -3	-20	-3	2	-12	-1.2	-1	1.7	-4	0.7
- O=C(/C=C/c1ccc(Cl)c(Cl)c1)N1CCc2ccccc21
    10	6	3	2	-5	0.0	-3	0.2	-13	0.1
- COc1ccc(NC(=O)c2ccc3c(c2)N(C)CCS3)cc1
    -2	3	-1	5	-9	-0.6	-1	-0.5	-10	1.3
- O=C1CCC(=O)N1c1ccc(-c2nc3sc4c(c3c(=O)o2)CCC4)cc1
    2	7	0	-12	7	-0.8	-3	-0.2	-2	1.6
- Cc1ccccc1-c1cc2c(nn1)-c1ccccc1C2=O
    -16	15	4	-16	3	0.9	2	-1.4	-2	5.9*
- CC1CCCN(C(=O)c2ccc3c(c2)OCCO3)C1 (stereo unspecified)
    -7	8	-1	-25	-11	-7.6	-1	-0.3	-4	0.0
- Cc1cccc(N2CC(C(=O)NCC3COc4ccccc4O3)CC2=O)c1C (stereo unspecified)
    2	-16	10	-1	-2	-0.5	-1	-0.2	-7	0.6
- O=C(OC1CCCCC1=O)c1cccc(S(=O)(=O)N2CCOCC2)c1 (stereo unspecified)
    4	0	4	0	9	-1.3	-4	-0.5	-4	-1.2
- CC(=O)NCCOC(=O)Nc1ccncc1
    17	4	2	-1	-6	-1.0	0	-0.1	5	-0.7
- COC(=O)Cn1cnc2c(C#N)c3n(c2c1=O)CCCCC3
    -1	2	1	-1	9	-0.6	-2	-0.4	-4	-0.3
- Cc1cccc(NC(=S)N2CCC(c3nc4ccccc4o3)CC2)c1C
    -1	-7	4	0	1	-0.5	-1	-0.3	-7	0.7
- Cc1sc2nc(COC(=O)c3ccc(Cl)c(N)c3)[nH]c(=O)c2c1C
    -2	-5	15	0	-7	0.6	-1	-0.4	-8	-0.5
- CCn1c(COc2ccccc2)nnc1SCC(=O)NC1CCCCC1
    1	15	3	-1	0	-1.2	-2	-0.5	-1	1.5
- CC1CCN(c2c(NCc3ccc(C(=O)NCc4ccccc4)cc3)c(=O)c2=O)CC1
    -2	14	-2	5	-5	0.0	-2	0.6	-5	0.6
- C=CCn1c(COc2ccccc2OC)nc2ccccc21
    5	-2	1	0	1	-1.2	-8	-1.2	-15	-1.6
- Cc1ccc(C)c(S(=O)(=O)N/N=C2/CCCc3ccccc32)c1
    -6	10	0	-2	0	0.9	-3	-0.4	-7	0.4
- CNC(=O)c1ccsc1NC(=O)CCS(=O)(=O)c1ccccc1
    1	6	-2	-2	-7	-1.5	-4	-0.2	-1	-0.1
- COC(=O)c1ccc(OC(=O)c2ccc(OC)c(OC)c2)c(OC)c1
    -4	3	0	3	-6	0.3	1	-0.2	-3	-0.8
- Cc1cccc(N2CCN(C(=O)Cc3ccccc3[N+](=O)[O-])CC2)c1C
    1	-5	1	-19	-8	-0.4	-1	-0.8	0	1.3
- O=C(COC(=O)/C=C/c1nc2ccccc2s1)Nc1cccc(Cl)c1Cl
    47	-5	1	-2	-10	-2.7	-3	0.0	4	-0.7
- O=C(O)C1CCN(C(=O)c2ccc(S(=O)(=O)N3CCCCCC3)cc2)CC1
    4	13	-4	-5	.	5.0	-8	-0.1	-4	1.2
- CCOC(=O)c1sc(NC(=O)CSc2nccc(C)n2)nc1C
    1	6	0	7	-3	-0.9	-4	-0.7	-3	0.3
- O=C(Nc1ccccc1N1CCOCC1)c1cc(-c2ccncc2)nc2ccccc12
    -3	-7	2	-16	-7	0.9	-4	0.5	-10	0.3
- O=C(Nc1ccc2c(c1)OCO2)C1CCN(C(=O)CSc2ncnc3ccccc23)CC1
    6	-16	1	-1	11	1.4	-1	0.2	-6	1.0
- c1ccc2oc(CCc3nc4ccccc4o3)nc2c1
    -1	-7	-3	-4	1	-0.5	-1	-0.2	-1	0.3
- COC(=O)[C@@H]1C[C@@]2(O)[C@H](O)[C@H](O)[C@H](O)C[C@H]2N1Cc1ccc(-c2ccccc2)cc1
    0	3	-2	0	-5	-2.3	-2	-0.3	-22	0.3
- CC(=O)c1c(C)[nH]c(C(=O)Nc2cc(C)ccc2C)c1C
    -1	1	-2	-3	0	-0.3	-2	0.8	-7	-1.0
- Cc1cc(OCC(=O)OCC(=O)N2CCCc3ccccc32)ccc1Cl
    2	-8	1	1	.	-2.5	-4	-0.2	3	-0.7
- Cc1ccc(NC(=O)C(CC(C)C)NC(N)=O)cc1Cl (stereo unspecified)
    -3	-4	0	5	-1	1.2	-2	-0.9	6	-1.1
- Cc1c(OCC(F)(F)F)ccnc1CS(=O)c1nc2ccccc2[nH]1 (stereo unspecified)
    -8	-12	3	-4	-11	7.0	-8	-0.5	-3	-0.1
- O=C(NCC1(N2CCOCC2)CCCCC1)c1cccc(S(=O)(=O)N2CCc3ccccc3C2)c1
    0	10	2	3	10	1.8	-1	1.0	7	-0.6
- c1ccc(CCCNc2ncccn2)cc1
    1	7	-1	3	-6	-1.9	-1	-0.2	-9	-0.3
- O=C(C1CCN(S(=O)(=O)c2ccc(Cl)cc2)CC1)N1CCCCCCC1
    -5	2	0	-50	-8	-9.5	-1	-0.1	-14	-0.6
- Cc1ccc(-c2nc(C(=O)NCCCN(C)C)cc3c2[nH]c2ccccc23)cc1
    56*	4	0	3	-2	2.7	-2	-0.3	-4	1.0
- CCN(C(=O)COC(=O)Cc1ccc(F)cc1)c1c(N)n(Cc2ccccc2)c(=O)[nH]c1=O
    -1	-12	-3	0	-5	-0.7	-2	-0.3	1	-0.7
- COCCN(C(=O)c1cccc(N2C(=O)CCC2=O)c1)c1nc(-c2ccc([N+](=O)[O-])cc2)cs1
    -6	-5	0	-23	-11	1.3	-1	-0.4	-1	0.9
- Cc1ncoc1C(=O)NC1CCCc2c1cnn2-c1ccc(C(C)(C)C)cc1 (stereo unspecified)
    -2	7	2	3	-5	1.0	0	-0.5	0	-0.3
- O=C(Nc1ccc(F)cc1)C1CC(=O)n2c(nc3ccccc32)N1 (stereo unspecified)
    -7	-11	-1	2	-2	0.6	-1	18*	-12	1.1
- CC(C)(C)OC(=O)[C@H](Cc1ccccc1)NC(=O)c1[nH]cnc1C(=O)Nc1ccc(Cl)cc1
    -31	8	-1	4	-9	2.0	-1	-0.3	11	0.2

Reprinted at random: two entries already listed
Value order – DNMT1 block	NRP1-CendR mod	STEP inh	SUMO1-SIM PPI	Scp1 inh	LMPTP inh	bovine MsrA act	Tb MetRS inh	eLon inh	MsrA inhibitor
- Cc1sc2nc(COC(=O)c3ccc(Cl)c(N)c3)[nH]c(=O)c2c1C
    -2	-5	15	0	-7	0.6	-1	-0.4	-8	-0.5
- CC1CCN(c2c(NCc3ccc(C(=O)NCc4ccccc4)cc3)c(=O)c2=O)CC1
    -2	14	-2	5	-5	0.0	-2	0.6	-5	0.6

Compounds were not picked by outcome. About 4.3% of those tested had a hit in this group.
